Compound activity: PubChem, National Center for Advancing Translational Sciences (NCATS)
TGFb inhibitor = inhibitors of TGF-b signaling. HepG2 CAGA-GFP TGF-b/SMAD3 reporter, GFP fluorescence, 18 h; TGF-beta stimulated, 500 pg/mL final. Potency, µM (series often up to 46.1 µM), for inactives: at the highest dose activity, negative = inhibition, actives largely listed as inhibitors. actives 1.2% (n = 410,000). AID 588855; further: potency means the concentration at half of the fitted maximal effect; on the % scale 0 is the no-effect control and ±100 the full control effect; nearly all actives have a fitted effect of over 65% in size
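Cell-based qHTS in HEPG2 carrying a CAGA-GFP Smad reporter; compounds added before 500 pg/mL final TGF-beta, 18 h incubation at 37 degrees C, GFP fluorescence quantified per cell by imaging cytometry.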
EPAC2 agonist = agonists of human EPAC2 (RAPGEF4). EPAC2 activation, biochemical qHTS; response scale: 100% = 6.5 mM cAMP response. actives 0.079% (n = 360,000). Potency, µM (titrated, usually from 154 µM), without a hit: at the top dose activation, hits mostly activators. AID 720711; further: potency means the concentration at half of the fitted maximal effect; nearly all actives have a fitted effect of over 50% in size
Target sequence (Q8WZA2 whole entry, looked up): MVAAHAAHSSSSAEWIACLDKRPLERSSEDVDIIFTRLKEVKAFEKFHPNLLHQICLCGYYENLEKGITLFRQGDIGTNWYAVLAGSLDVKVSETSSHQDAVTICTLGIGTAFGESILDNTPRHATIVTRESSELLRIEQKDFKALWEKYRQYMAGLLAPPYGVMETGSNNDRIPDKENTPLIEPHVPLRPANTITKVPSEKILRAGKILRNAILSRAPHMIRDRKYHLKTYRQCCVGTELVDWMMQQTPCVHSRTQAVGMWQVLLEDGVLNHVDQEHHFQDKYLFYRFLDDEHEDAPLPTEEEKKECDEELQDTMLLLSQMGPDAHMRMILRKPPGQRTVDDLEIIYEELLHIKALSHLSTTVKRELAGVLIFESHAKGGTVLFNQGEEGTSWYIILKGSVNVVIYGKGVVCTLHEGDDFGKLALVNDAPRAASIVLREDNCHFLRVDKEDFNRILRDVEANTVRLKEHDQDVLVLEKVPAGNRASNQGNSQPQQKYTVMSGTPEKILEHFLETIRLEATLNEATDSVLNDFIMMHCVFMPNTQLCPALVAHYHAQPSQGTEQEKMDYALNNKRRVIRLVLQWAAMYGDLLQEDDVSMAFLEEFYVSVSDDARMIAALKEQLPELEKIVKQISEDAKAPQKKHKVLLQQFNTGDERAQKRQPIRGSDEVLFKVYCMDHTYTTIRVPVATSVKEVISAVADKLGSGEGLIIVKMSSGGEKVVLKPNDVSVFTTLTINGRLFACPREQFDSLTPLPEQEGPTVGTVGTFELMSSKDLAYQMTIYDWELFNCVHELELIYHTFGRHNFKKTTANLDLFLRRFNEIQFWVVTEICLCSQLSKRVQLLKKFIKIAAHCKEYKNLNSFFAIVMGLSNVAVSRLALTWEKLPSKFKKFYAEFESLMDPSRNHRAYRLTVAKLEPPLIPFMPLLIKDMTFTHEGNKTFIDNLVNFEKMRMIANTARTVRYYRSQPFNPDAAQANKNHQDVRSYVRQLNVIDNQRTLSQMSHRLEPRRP
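Each well held 100 nM EPAC2, 250 nM RAP1B-BODIPY-GDP and 50 uM GDP. Fluorescence, read at 5-min intervals to 30 min, was referenced to a 6.5 mM cAMP positive control.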
MmCpn inh = inhibitors of Methanococcus maripaludis chaperonin (MmCpn). Potency, µM (doses to about 76.9 µM), inactives show at the highest dose activity, negative = inhibition, hits mostly inhibitors. purified Mm-Cpn ATPase, ADP Transcreener TR-FRET. actives 0.031% (n = 330,000); further: potency means the concentration at half of the fitted maximal effect; on the % scale 0 is the no-effect control and ±100 the full control effect; nearly all actives have a fitted effect of over 80% in size
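Reaction buffer contained 30 mM Tris pH 7.4, 100 mM KCl, 5 mM MgCl2 and 1 mM DTT. Mm-CPN (25 nM final) hydrolysed 10 uM ATP over 30 min at 37°C; ADP was read by HTRF.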
EPAC2 antag = EPAC2 (human) antagonism. EPAC2 GEF exchange of Rap1B-BODIPY-GDP, fluorescence. Potency, µM (top dose mostly 114 µM), without a hit: at the top dose activity, negative = inhibition, most hits filed as inhibitors. actives 0.18% (n = 360,000). AID 720708; further: potency means the concentration at half of the fitted maximal effect; on the % scale 0 is the no-effect control and ±100 the full control effect; nearly all actives have a fitted effect of over 45% in size; many of its hits are not listed in these tables
Nrf2 inh = Nrf2 pathway inhibition. actives 2.1% (n = 360,000). Potency, µM (doses to about 46 µM), for inactives: top-dose activity change, negative = inhibition, hits mostly inhibitors. A549 ARE-Fluc reporter, luciferase luminescence, 18-24 h; further: potency means the concentration at half of the fitted maximal effect; on the % scale 0 is the no-effect control and ±100 the full control effect; nearly all actives have a fitted effect of over 60% in size
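Concentration-response testing used A549 ARE_Fluc cells at 5000 cells/well. Following an 18-24 h compound incubation, viability was read by fluorescence (Ex 405/Em 525) and luciferase output by luminescence.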
CCT chaperon mod = changes cytosolic chaperonin activity | actives 0.3% (n = 360,000) | activity change, % (concentration not given with the values), hits read low | AID 651819 | purified chaperonin ATPase assay, HTRF ADP detection, 30 min; in the data active means activity change below about -30%; further: on the % scale 0 is the no-effect control and ±100 the full control effect
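TRiC at 40 or 20 nM final (batch-dependent) in 30 mM Tris pH 7.4, 100 mM KCl, 5 mM MgCl2, 1 mM DTT, with compound at single 76 uM and 10 uM ATP, 30 min at 37 deg C. ADP detected by HTRF Transcreener, 665/615 ratio.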
A549 tox = counter-screen for Nrf2 inhibitors: cytotoxicity in A549 cells; A549 ARE-Fluc cells, CellTiter-Fluor viability, 18-24 h; Potency, µM (doses to about 46 µM), without a hit: top-dose activity change, negative = cytotoxicity, hits mostly inhibitors; actives 0.16% (n = 390,000); AID 504648; further: potency means the concentration at half of the fitted maximal effect; on the % scale 0 is the no-effect control and ±100 the full control effect
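Cytotoxicity counterscreen: CellTiter-Fluor fluorescence was measured in A549 ARE_Fluc cells after 18-24 h of compound exposure in a concentration series. The subsequent BugLite luminescent read reports ARE-luciferase activity.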
pAkt inh = blocks phosphorylation of Akt; Neuro2A IGF-stimulated pAkt S473 HTRF, 20 min; hits give low values; activity change, % for hits at 50 µM; actives 0.32% (n = 360,000); AID 651550; in the data active means activity change below about -80%; inconclusive means mostly about -51% to -80%; further: on the % scale 0 is the no-effect control and ±100 the full control effect
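Neuro2A cells in DMEM with 0.5% FBS, overnight at 37 deg C, given compound at single 50 µM final, then IGF (6 nM final) for 20 min at 37 deg C. Lysed; phospho-Akt Ser473 by HTRF after 24 h, 665/615 ratio.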
Nrf2 ARE act = activators of Nrf2 (ARE) signaling; AREc32 ARE-luciferase reporter (MCF7-derived line), luminescence, 24 h; Potency, µM (top dose mostly 46.1 µM), without a hit: at the highest dose activation, hits mostly activators; actives 0.31% (n = 410,000); AID 624171; further: potency means the concentration at half of the fitted maximal effect; % of control where 0% means no effect; nearly all actives have a fitted effect of over 65% in size
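ARE activation measured as luciferase luminescence (Steady-Glo, 30 min RT) in AREc32_Fluc cells after 24 hr compound exposure at 37 deg C, 5% CO2; cells seeded overnight at 1000/well in OPTI-MEM, 5% FBS.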
* hit, by the source's call; i = inactive; ? = inconclusive; / = not tested or not shown; & = joins results of further samples; [ ] = dose if it differs, or a comment. Unless noted, the call rests on the fitted dose curve; in most records, active means well fitted curve in the direction sought with a large enough effect; inconclusive means small, poorly fitted or top-dose-only effect, or another doubt; inactive means no such curve, though single readings can be large; an effect the other way counts as inactive or inconclusive. Only part of the results is shown (hit frequency here may not be typical).

Under each structure: A549 tox	Nrf2 inh	EPAC2 agonist	TGFb inhibitor	Nrf2 ARE act	MmCpn inh	CCT chaperon mod	EPAC2 antag	pAkt inh
1: COc1ccc2c(c1)-c1c(ssc1=S)C(C)(C)N2
 : -16%	?	6%	-7%	-0.5%	-3%	2.9	-17%	i
2: C=CCn1c(CSc2nc3ccccc3s2)n[nH]c1=S
 : 5%	/	8%	-18%	0.2%	-7%	-2.7	3%	i
3: c1ccc(-c2cn3cccnc3n2)cc1
 : 7%	10%	3%	-2%	0.4%	-6%	-1.4	1%	i
4: O=C(CSc1nc2ccccc2c(=O)n1Cc1ccco1)c1ccc(F)cc1
 : 2%[1.84 µM]	12µM*	0%	-13%	0.3%	-7%	-28	14%	i
5: COc1ccccc1S(=O)(=O)Cc1ccc(C(=O)NC2CC2)o1
 : 1%	2%	2%	-3%	-0.2%	-7%	-0.4	-2%	i
6: Cc1cccc(Cn2c(=O)n(Cc3ccco3)c(=O)c3ccccc32)c1
 : 12%	/	12%	?	?	2%	1.5	0%	i
7: CCOc1ccc(Nc2nc(N)nc(CCl)n2)cc1
 : ?	?	5%	11µM*	15%	-2%	-2.1	10%	i
8: CC(C)Oc1ccc(C(CC(=O)O)NC(=O)Cc2ccc(Cl)cc2)cc1 (centres undefined)
 : -4%	-5%	3%	-2%	-0.7%	-6%	-1.7	-2%	i
9: CCOc1ccc(CCNC(=O)C(C)N2C(=O)CC(C)(C)Sc3ccccc32)cc1 (centres undefined)
 : 1%	?	4%	-12%	-0.1%	0%	0.5	-6%	i
10: CCCCN1CCC(CN2C(=S)NC[C@@H]2CC(C)C)CC1
 : 0%	19%	4%	-16%	0.7%	/	-1.1	-3%	i
11: O=C(/C=C/c1cccc([N+](=O)[O-])c1)c1ccc([N+](=O)[O-])o1
 : ?	?	-6%	1.3µM*	-2.7%	/	-1.3	12%	i
12: COc1cc(/C=N/N(C)c2ccccc2)cc(Cl)c1O
 : -4%	?	13%	-27%	9.6%	-4%	1.9	1%	i
13: O=C(CSc1nc2ccccc2c(=O)n1-c1ccc(OC(F)F)cc1)NC1CC1
 : -28%	-10%	7%	-4%	3.9%	1%	-0.7	6%	i
14: O=C(c1ccc2ncsc2c1)N1CCN(c2nc3ccccc3s2)CC1
 : -19%	18µM*	2%	-26%	2.3%	1%	-1.2	10%	i
15: COc1ccc(OC(C)C(=O)N2CCN(c3ccccn3)CC2)cc1 (centres undefined)
 : 7%	6%	4%	-5%	0.1%	0%	1.2	11%	i
16: COc1ccc(Nc2oc(/C=C/c3ccc(OC)c(OC)c3)nc2C#N)cc1
 : -19%	11%	/	-5%	5.3%	/	/	/	/
17: O=C(Cc1ccc2c(c1)CCCC2)Nc1ccccc1Cl
 : -2%	?	-6%	0%	2.8%	0%	-4.6	-1%	i
18: Cc1nc2c(C(=O)NCc3ccccc3Cl)c[nH]n2c(=O)c1Cc1cccc(Cl)c1
 : -10%	-24%	/	?	0.6%	/	/	/	/
19: Cc1ccc2nc(-c3ccc(NC(=S)NCC(C)(C)CN(C)C)cc3)sc2c1
 : 1%	97%	-2%	15%	4.2%	/	0.6	0%	i
20: CN(C(=O)c1c[nH]c(=O)cc1C(F)(F)F)c1ccc(Cl)cc1
 : -6%	2%	2%	-8%	-0.1%	2%	-0.6	1%	i
21: CC(=O)N1c2ccc(S(=O)(=O)NCC3CCC(C(=O)NCc4ccccc4)CC3)cc2CC1C (centres undefined)
 : -1%	?	-3%	-15%	2.0%	-8%	-1.4	-1%	i
22: COc1ccc(-c2cc(C(F)(F)F)nc(S(C)(=O)=O)n2)cc1
 : 3%&-12%	?	1%	3.5µM*	-3.8%&-2.8%	-3%	-6.2	-20%	-98%*
23: Oc1oc(-c2ccc(Br)cc2)nc1C=Nc1ccc(Br)cn1
 : -4%	10%	-2%	-4%	0.3%	-6%	-2.1	14%	i
24: CCN(C(=O)COC(=O)c1c(NC(C)=O)sc(C)c1C)c1c(N)n(Cc2ccccc2)c(=O)[nH]c1=O
 : -2%	?	-13%	1%	1.8%	/	-1.1	47%[activator]	i
25: CCN(CC(=O)NCc1cccs1)CC(=O)Nc1c(Cl)ccc(C)c1Cl
 : 1%	-1%	8%	8%	-0.8%	3%	1.3	3%	i
26: Cc1cc(C(=O)COC(=O)CNC(=O)c2ccccc2)c(C)n1CC1CCCO1 (centres undefined)
 : 5%	1%	7%	-10%	-1.5%	-4%	-3.5	-1%	i
27: COc1ccc(O)c(CNc2ccccc2F)c1
 : 0%	-13%	12%	-16%	0.5%	-1%	-1.2	15%	i
28: O=C(Nc1ncccc1O)c1ccc(S(=O)(=O)N2CCCC2)cc1
 : -3%	4%	0%	14%	19%	0%	-3.5	19%	i
29: CC(=O)N1C(=O)c2cccc3cccc(c23)C(=O)N1C(C)=O
 : -15%	8%	12%	1%	0.3%	1%	0.3	12%	i
30: CNc1ncnc2c1ncn2[C@H]1CN(Cc2ccc(-c3ccccc3)cc2)C[C@@H](CO)O1
 : /	/	8%	14%	4.1%	/	0.7	2%	i
31: C=C1CCN([C@H](C(=O)NCc2ccc(Cl)c(Cl)c2)C(C)C)S(=O)(=O)c2ccccc21
 : 5%	0%	3%	?	5.8%	1%	0.7	-2%	i
32: CN(C(=O)COC(=O)c1cc(NS(=O)(=O)c2cc([N+](=O)[O-])ccc2Cl)ccc1O)C1CCCCC1
 : 0%	-8%	0%	?	5.1%	0%	0.8	-1%	i
33: CCOC(=O)c1cc(NC(=O)c2ccccc2)c(=O)n2c1oc1ccccc12
 : 21%	?	0%	-2%	-0.4%	0%	1.8	-7%	i
34: N=C1CCC(=N)c2c1c(O)c1ccccc1c2O
 : -10%	-1%	29%	-16%	0.4%	-26%	-1.0	27%	i
35: C[C@]12CC[C@H](O)CC1=CCC1C2CC[C@@]2(C)C1CC[C@@H]2NC(=O)[C@@H](N)CO (some centres undefined)
 : 0%	4%	1%	1%	2.4%	/	0.3	-3%	i
36: CCC(=O)N1CCc2cc(Br)cc(S(=O)(=O)N3CCCC(C(=O)NCc4ccc(C)cc4)C3)c21 (centres undefined)
 : 1%	?	/	-28%	-1.2%	/	/	/	/
37: COC(=O)c1cc(CSc2nc3ccc(C)cc3[nH]2)oc1C
 : -3%	21µM*	7%	-14%	2.1%	0%	-1.4	-6%	i
38: Cc1nn(Cc2c(F)c(F)c(F)c(F)c2F)c(C)c1NC(=O)c1ccc(COc2ccc(F)cc2)o1
 : -2%	?	-6%	?	-0.7%	-1%	-5.2	-9%	i
39: COc1ccccc1N1CCN(C(=O)c2ccc(Cn3c(=S)[nH]c4cc5c(cc4c3=O)OCO5)cc2)CC1
 : -3%	0%	7%	-16%	-0.6%	-4%	-31*	0%	i
40: N#Cc1ccsc1NC(=O)CSc1nnc(-c2ccccc2)o1
 : -7%	7%	0%	-3%	29%	0%	0.0	5%	i
41: COc1ccc(CCn2c(=O)c3cccnc3n(CC(=O)Nc3ccc(C)cc3C)c2=O)cc1OC
 : 0%	14%	/	-9%	-1.2%	/	/	/	/
42: O=C(Nc1ccc(S(=O)(=O)Nc2ncccn2)cc1)c1ccccc1NS(=O)(=O)c1ccc(F)cc1
 : -4%	-9%	-4%	8%	-0.6%	2%	0.0	-3%	i
43: COc1cccc(NC(=O)Nc2cccnc2)c1
 : 6%	?	1%	20%	0.8%	0%	-2.2	6%	i
44: CC(C)Cc1nc2oc3c(=O)[nH]cnc3c2c2c1CCCC2
 : -8%	-15%	0%	3%	-0.1%	2%	-0.4	-2%	i
45: COc1cc2ccccc2cc1C(=O)Nc1nc(C)c(C(C)=O)s1
 : -4%	1%	8%	-6%	0.6%	-5%	0.1	-4%	i
46: Cc1ccc(Cc2cnc(NC(=O)c3cccs3)s2)cc1
 : -7%	?	6%	?	0.5%	-6%	-0.1	-5%	i
47: COc1ccc(N2N=NN(C(C)C)C2=C(Cl)c2nnnn2-c2ccc(OC)cc2)cc1
 : -3%	24%	1%	?	16µM*	/	-0.2	16%	i
48: COc1cc(C)nc(N(C)C(C)=O)n1
 : 4%	5%	1%	3%	-0.6%	-4%	0.0	-4%	i
49: COc1ccc(S(=O)(=O)N2CCc3ccccc32)cc1C(=O)O
 : -4%	2%	3%	9%	0.7%	2%	-7.0	17%	i
50: Cc1ccc(C(=O)NC2CCN(CC(=O)NC3CCC(C)CC3)CC2)cc1 (centres undefined)
 : -27%	15%	9%	-6%	0.0%	2%	-0.9	-4%	i
51: CC(C)(C)OC(=O)N1CCN(Cc2ccc(F)c(B(O)O)c2)CC1
 : -1%	-1%	0%	17%	-0.1%	/	3.0	10%	i
52: O=C(Cc1ccccc1)N(c1ccccc1)c1ccccc1
 : -28%	-9%	3%	-19%	-0.6%	/	-1.5	?	i

Some of the entries so far, with each value named.
(46) Cc1ccc(Cc2cnc(NC(=O)c3cccs3)s2)cc1
  A549 tox: -7% | Nrf2 inh: ? | EPAC2 agonist: 6% | TGFb inhibitor: ? | Nrf2 ARE act: 0.5% | MmCpn inh: -6% | CCT chaperon mod: -0.1 | EPAC2 antag: -5% | pAkt inh: i
(47) COc1ccc(N2N=NN(C(C)C)C2=C(Cl)c2nnnn2-c2ccc(OC)cc2)cc1
  A549 tox: -3% | Nrf2 inh: 24% | EPAC2 agonist: 1% | TGFb inhibitor: ? | Nrf2 ARE act: 16µM* | MmCpn inh: / | CCT chaperon mod: -0.2 | EPAC2 antag: 16% | pAkt inh: i
